Pol iota inh = blocks human DNA polymerase iota activity; 390,000 tested, 1% active; Potency, µM (series often up to 115 µM), inactives show top-dose activity, negative = inhibition, usual class: inhibitors; Pol iota fluorescent replication assay, 10 min; Q9UNA4; AID 588590; also: potency is read from the fitted curve at half-maximal effect
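Pol iota at 10 nM preincubated 15 min with compounds at room temperature; reaction started with fluorescent substrate, 50 nM final. Fluorescence read kinetically at 0 and 10 min; buffer-only wells as negative control.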
Pol eta inh = blocks human DNA polymerase eta activity; 390,000 tested, 1.2% active; Potency, µM (top dose mostly 114 µM), inactives show top-dose activity change, negative = inhibition, hits mostly inhibitors; Q9Y253; AID 588591; recombinant Pol eta, fluorescent DNA replication assay; also: potency is read from the fitted curve at half-maximal effect; % is scaled to controls: 0 for no effect and ±100 for the full control effect
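Pol eta at 10 nM preincubated with compounds 15 min at room temperature; reaction started with fluorescent substrate (50 nM final) and read kinetically at 0 and 10 min.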
POLB inh = DNA polymerase beta (human) inhibition | Potency, µM (highest dose often 114 µM), for inactives: top-dose activity change, negative = inhibition, most hits filed as inhibitors | AID 485314 | P06746 | 340,000 tested, 1.3% active | Pol beta primer extension/strand displacement, fluorescence kinetic; also: potency is read from the fitted curve at half-maximal effect; % is scaled to controls: 0 for no effect and ±100 for the full control effect
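Curves were derived by four-parameter Hill fits of normalized qHTS data. The kinetic fluorescent primer-extension read was taken at 0 and 10 min after 50 nM substrate, following a 15 min room-temperature preincubation of 10 nM enzyme with compounds.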
LDHA inh = inhibitors of human lactate dehydrogenase A. AID 1347041. activity change, % (values are at about 110 or 230 µM). purified LDHA, NADH/diaphorase-resazurin fluorescence; stronger effect = lower value. P00338. 480,000 tested, 0.15% active; in the data active = activity change below about -30%; inconclusive = mostly about -25% to -30%;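 also: plate controls were DMSO wells for no effect and wells without enzyme for full effect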
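Remaining NADH was detected by diaphorase (0.133 mg/mL) converting 37 µM resazurin to fluorescent resorufin, read at 0 and 20 minutes. The preceding 5-minute room-temperature reaction used 2 nM LDHA, 0.2 mM sodium pyruvate and 0.06 mM NADH at pH 7.4.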
Pol kappa inh = inhibitors of human DNA polymerase kappa; Q9UBT6; purified Pol kappa, fluorescent DNA synthesis assay, 10 min; Potency, µM (doses to about 107 µM), without a hit: at the highest dose activity, negative = inhibition, actives largely listed as inhibitors; 400,000 tested, 0.53% active; AID 588579; also: potency is read from the fitted curve at half-maximal effect; % is scaled to controls: 0 for no effect and ±100 for the full control effect
Target sequence (Q9UBT6 whole entry, looked up): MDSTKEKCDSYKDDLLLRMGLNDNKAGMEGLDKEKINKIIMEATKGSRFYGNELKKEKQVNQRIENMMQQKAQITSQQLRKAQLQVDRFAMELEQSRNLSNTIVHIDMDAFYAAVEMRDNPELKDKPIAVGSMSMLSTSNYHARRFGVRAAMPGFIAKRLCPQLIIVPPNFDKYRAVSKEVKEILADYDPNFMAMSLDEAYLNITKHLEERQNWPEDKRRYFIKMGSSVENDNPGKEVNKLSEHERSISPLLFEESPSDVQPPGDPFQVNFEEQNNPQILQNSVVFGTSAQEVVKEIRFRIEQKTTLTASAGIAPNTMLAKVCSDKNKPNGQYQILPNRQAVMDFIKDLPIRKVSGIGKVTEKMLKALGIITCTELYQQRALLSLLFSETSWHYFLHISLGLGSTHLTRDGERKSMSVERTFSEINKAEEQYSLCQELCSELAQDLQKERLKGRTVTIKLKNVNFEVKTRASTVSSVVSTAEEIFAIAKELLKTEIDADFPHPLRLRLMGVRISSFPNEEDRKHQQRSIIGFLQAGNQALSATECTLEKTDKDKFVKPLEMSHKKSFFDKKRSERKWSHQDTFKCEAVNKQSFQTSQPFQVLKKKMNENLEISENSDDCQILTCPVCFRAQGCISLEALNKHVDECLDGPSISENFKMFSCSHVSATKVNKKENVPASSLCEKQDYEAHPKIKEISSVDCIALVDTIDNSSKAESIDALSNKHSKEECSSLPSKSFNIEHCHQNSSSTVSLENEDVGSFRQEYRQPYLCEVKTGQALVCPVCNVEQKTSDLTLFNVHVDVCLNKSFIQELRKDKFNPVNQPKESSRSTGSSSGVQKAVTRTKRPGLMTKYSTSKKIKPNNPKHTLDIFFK
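Activity was followed as the change in fluorescence between reads at 0 and 10 min after starting the reaction with 50 nM substrate. Beforehand, 10 nM polymerase had been preincubated with compound for 15 min at room temperature.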
APEX1 inh = blocks human APE1 abasic DNA cleavage; P27695; AID 2517; Potency, µM (titrated, usually from 65.8 µM), inactives show at the top dose activity change, negative = inhibition, actives largely listed as inhibitors; 350,000 tested, 0.35% active; recombinant APE1, TAMRA/BHQ-2 abasic DNA cleavage fluorescence;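 also: potency is read from the fitted curve at half-maximal effect; plate controls were vehicle for no effect and reference inhibitor for full effect; nearly all actives have a fitted effect of over 55% in size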
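Measures dequenching upon AP-site incision of a 5'-TAMRA/3'-BHQ-2 THF-containing duplex, 50 nM; human APE1 0.75 nM after 15 min room-temperature exposure to compound; kinetic three-point read at one-minute spacing.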
Glioma ERSR ind = ER stress response induction in glioma. U87-MG GRP78 promoter luciferase reporter, 16 h. Potency, µM, inactives show at the top dose activation, most hits filed as activators. 420,000 tested, 0.02% active. AID 602332; also: potency is read from the fitted curve at half-maximal effect; series mostly up to about 76 µM; % of control where 0% means no effect; nearly all actives have a fitted effect of over 35% in size
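Stably transfected U87-MG glioma cells carrying a GRP78-based luciferase sensor; 16 h compound incubation. Luminescence end-point read 10 min after Bright-Glo addition at room temperature.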
BLM inh = inhibitors of human Bloom syndrome helicase BLM. Potency, µM (top dose mostly 56.1 µM), for the others: at the highest dose activity change, negative = inhibition, most hits filed as inhibitors. recombinant BLM DNA unwinding, fluorescence dequenching. AID 2528. P54132. 350,000 tested, 0.2% active;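 also: potency is read from the fitted curve at half-maximal effect; plate controls were vehicle for no effect and no enzyme for full effect; nearly all actives have a fitted effect of over 35% in size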
Apoferritin bind = binds horse apoferritin like a general anesthetic. P02791. apoferritin/1-aminoanthracene competitive binding, fluorescence. Potency, µM (series often up to 77.5 µM), without a hit: at the top dose activity change, negative = displacement, usual class: inhibitors. 350,000 tested, 0.074% active. AID 485281; also: potency is read from the fitted curve at half-maximal effect; % is scaled to controls: 0 for no effect and ±100 for the full control effect; nearly all actives have a fitted effect of over 20% in size
Target sequence (P02791 2-175 limits assumed): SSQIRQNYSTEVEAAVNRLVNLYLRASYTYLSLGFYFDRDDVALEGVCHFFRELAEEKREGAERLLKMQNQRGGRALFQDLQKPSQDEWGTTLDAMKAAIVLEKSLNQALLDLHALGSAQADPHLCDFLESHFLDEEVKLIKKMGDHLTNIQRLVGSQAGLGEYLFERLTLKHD
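10 uM apoferritin + 50% sat. 1-AMA, PBS; cpd 10 min RT; Ex380/Em535 endpoint; normalized to free probe vs complex; 4-param Hill fit; propofol titration as pos. ctrl.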
An asterisk follows results filed as active; ? = inconclusive; nt = no result given; & = joins results of further samples; [ ] = remark or other dose. Unless noted, calls follow the shape of the dose curve; as a rule, active = well fitted curve in the direction sought with a large enough effect; inconclusive = small, poorly fitted or top-dose-only effect, or another doubt; inactive = no such curve, though single readings can be large; an effect the other way counts as inactive or inconclusive. This is a subset; count on the stated rates, not on these rows.

SMILES	Pol iota inh	Pol eta inh	POLB inh	LDHA inh	Pol kappa inh	APEX1 inh	Glioma ERSR ind	BLM inh	Apoferritin bind
COc1ccc(C2=NN(Cc3ccccc3)C3C(=O)NC(=O)C23)cc1 (stereo unspecified)	?	-12%	27%	0	-27%	-1%	0%	-7%	-9%
CCOc1cc(N2CCOCC2)c(OCC)cc1NC(=O)COc1cccc2cccnc12	6%	-8%	27%	16	6%	-3%	-10%	-2%	?
COCCCNC(=O)Nc1ccc(Br)cc1Cl	5%[58.9 µM]	-6%	16%	-8	-5%	11%	-1%	-7%	2%
Cc1ccc(NC(=O)COc2ccc3oc4c(c3c2)CCCC4)c(C)c1	3%	5%	5%	-2	4%	nt	-2%	-4%	-5%
Cc1ccc(-c2nc3ccccc3o2)cc1NC(=O)c1cccc2c(Cl)cccc12	6%	-15%	-4%	-4	-14%	nt	0%	-12%	-2%
CC(C)C(NC(=O)c1ccccc1)C(=O)OCC(=O)N1CCCC1 (stereo unspecified)	19%	-7%	nt	-10	-1%	-12%	-6%	nt	nt
Cc1ccc(CCNC(=O)CN(c2ccc(C)cc2)S(=O)(=O)c2c(C)noc2C)cc1	-2%&-6%	-4%&-18%	-27%&22%	0&-17	-9%&-4%	4%	-5%&-2%	0%&-4%	-16%&134%
CCCC(C)c1nnc(NC(=O)c2cc(C(=O)OC)cc([N+](=O)[O-])c2)s1 (stereo unspecified)	?	-16%	-7%	-4	-5%	-3%	-5%	-2%	-16%
CN1CCN(NC(=S)NC2CCCC2)CC1	23%	-10%	-1%	0	4%[60.1 µM]	-8%	-3%	-3%	-4%
CCCCN(C(=O)c1ccc2c(c1)S(=O)(=O)N=C1CCCCCN12)c1c(N)n(CCCC)c(=O)[nH]c1=O	24%	-3%	nt	-3	-12%	-14%	-2%	nt	nt
Cc1ccc(-c2nc(-c3cc4cccc(OCc5cccc(C)c5)c4oc3=O)no2)cc1	-4%	-6%	?	3	-19%	nt	4%	-6%	-17%
Cn1nc(C(=O)N2CCN(c3ccccc3F)CC2)c2c1-c1ccccc1S(=O)(=O)C2	19%&15%	9%&-15%	-4%&-16%	-10&0	3%&-9%	-8%	-4%&-1%	-3%&1%	-22%&-6%
Cc1cc(C)cc(NC(=O)C(=O)NCCc2sc(-c3cccc(F)c3)nc2C)c1	-2%	-12%	8%	0	0%[60.1 µM]	nt	-2%	0%	-6%
CC(C)(C)OC(=O)N1CCC(c2cc(-c3cccs3)n[nH]2)CC1	0%	-11%	21%	-8	-6%	1%	2%	-6%	-13%
CCOc1cc(N2CCOCC2)c(OCC)cc1NC(=O)c1ccc2ccccc2n1	5%	-5%	-19%	3	-6%	-1%	-1%	-11%	-10%
CCOC(=O)c1oc2ccc(S(=O)(=O)n3nc(-c4ccccc4)cc3N)cc2c1C	20%	-28%	1%	-3	2%	-1%	-5%	-12%	?
N#CC1=C(N2CCCCC2)c2cc3c(n2C1=O)CCCC3	10%	-9%	21%	-6	-12%	-7%	1%	-1%	?
O=C(NC(=S)NC1CCCCC1)c1ccccc1[N+](=O)[O-]	-19%	-10%	-3%	-7	-19%	-24%	8%	-7%	?
CC(C)c1nc(SCC(=O)Nc2ccc([N+](=O)[O-])cc2Br)n[nH]1	79%[activator]	-16%	7%	3	5%	15%	-5%	-2%	-6%
CCc1ccc(CNC(=O)c2nn(-c3ccc(C)c(C)c3)nc2CO)cc1	12%	-22%	3%	-12	-7%	nt	-1%	-1%	-13%
O=C(COC(=O)CC1CC2CCC1C2)Nc1ccc(F)cc1 (stereo unspecified)	14%	-25%	-15%	-4	-7%	11%	-4%	-1%	?
NC(=O)N/N=C/c1sc(=O)n(-c2ccccc2)c1Cl	-13%[58.9 µM]	-9%	19%	-1	-2%	1%	-2%	0%	-10%
O=[N+]([O-])c1ccc(OCC2CC(c3ccccc3)=NO2)cc1 (stereo unspecified)	47%[activator]	-12%	1%	0	-8%	2%	-2%	-4%	-2%
CC(C)c1ccc(OCC(=O)Nc2c3c(nn2C(C)(C)C)CS(=O)(=O)C3)cc1	6%	-5%	nt	13	-17%	-10%	-6%	nt	nt
COc1ccc(-n2c(Cc3cccn3C)nnc2SCC(=O)Nc2ccccc2)cc1	5%	-22%	0%	-7	-1%	1%	-3%	0%	-15%
COc1ccc(CNC(=O)c2nn(C)c3c2CSc2ccccc2-3)cc1	33%[activator]	-23%	10%	-8	1%	nt	-2%	1%	-12%
COc1ccc(CCN(C)C(=O)C2CCN(C(=O)Nc3ccccc3)CC2)cc1OC	-6%	-12%	nt	-2	-10%	7%	2%	nt	nt
CC(C)OCCCNC(=O)C1CCN(S(=O)(=O)N2CCCCC2)CC1	7%	-11%	16%	-4	-10%	-1%	-1%	-1%	-4%
CC(=O)c1ccc(NC(=O)C(C)Sc2nnnn2C)cc1 (stereo unspecified)	-16%[58.9 µM]	5%	1%	-6	13%	2%	-5%	0%	2%
O=C(COC(=O)c1c2c(nc3ccccc13)/C(=C\c1cccs1)CCC2)Nc1ccccc1	27%	-26%	28%	-2	-6%	-4%	-4%	-10%	7%

Single records, from the list above. Order of screens: Pol iota inh | Pol eta inh | POLB inh | LDHA inh | Pol kappa inh | APEX1 inh | Glioma ERSR ind | BLM inh | Apoferritin bind
Results for O=C(COC(=O)c1c2c(nc3ccccc13)/C(=C\c1cccs1)CCC2)Nc1ccccc1 : 27% | -26% | 28% | -2 | -6% | -4% | -4% | -10% | 7%
Results for NC(=O)N/N=C/c1sc(=O)n(-c2ccccc2)c1Cl : -13%[58.9 µM] | -9% | 19% | -1 | -2% | 1% | -2% | 0% | -10%

(cont.)
SMILES	Pol iota inh	Pol eta inh	POLB inh	LDHA inh	Pol kappa inh	APEX1 inh	Glioma ERSR ind	BLM inh	Apoferritin bind
COc1ccc(S(=O)(=O)N2CCC(C(=O)Oc3c(OC)cccc3OC)CC2)cc1OC	9%	-8%	-21%	-5	-14%	5%	-4%	-4%	0%
O=C(c1ccc(C(F)(F)F)cc1)N1CCN(S(=O)(=O)c2ccc3c(c2)OCCCO3)CC1	16%	-11%	14%	-4	-13%	-5%	-1%	-6%	-1%
Cc1cccc(Cn2cnc3c(oc4ccccc43)c2=O)c1	24%	-18%	-26%	-7	-14%	nt	0%	0%	4%
O=S(=O)(c1cccc(Cl)c1)N1CN(CC2CCCO2)c2nc3ccccc3nc21 (stereo unspecified)	-16%	2%	-1%	-1	-21%	-9%	0%	-8%	-14%
C=CCC1c2cccc(C(=O)O)c2C(=O)N1c1ccc(Cl)cc1 (stereo unspecified)	2%	2%	0%	-3	-14%	11%	-1%	0%	-13%
Cc1cc(=O)oc2cc(OCC(O)CN3CCN(c4ccc(F)cc4)CC3)ccc12 (stereo unspecified)	32%	-8%	0%	1	-4%	4%	-2%	0%	-15%
O=C([C@@H]1CCCN1C(=O)c1cccs1)N1CCN(S(=O)(=O)c2ccccc2F)CC1	23%	-13%	nt	2	-24%	4%	-1%	nt	nt
Cc1ccc(NC(=O)CN2CCN(c3ccccn3)CC2)c(Cl)c1	2%	5%	29%	0	6%	1%	2%	-3%	-16%
Cc1cc(Cl)ccc1Oc1ccc(C(N)=O)cc1[N+](=O)[O-]	14%	-17%	?	-2	-12%	-4%	-5%	-2%	?
CCOc1ccc(Nc2ccc(N)c(S(=O)(=O)O)c2)cc1	11µM*	11µM*	nt	29	32µM*	nt	-4%	nt	nt
CSc1cccc(NC(N)=O)c1	43%[activator]	-19%	5%	-11	2%	1%	-6%	-1%	-12%
Cc1ccc(C(C)(C)NC(=O)C2CCC(=O)N(C3CCCCCC3)C2)cc1 (stereo unspecified)	-7%	-10%	13%	0	7%	16%	0%	-2%	-9%
C=Cc1ccc(CN2CCCN(Cc3ccc(F)cc3)S2(=O)=O)cc1	8%	?	0%	-1	3%	28%	-5%	-9%	6%
CCOc1ccc(NC(=O)OCCN2CCN(CCc3ccccc3)C(C)C2)cc1 (stereo unspecified)	90%[activator]	-9%	nt	-6	-6%	nt	-4%	nt	nt
COc1ccc(OC)c(-n2c(O)cnc2Nc2nc(C)cc(C)n2)c1	9%	-2%	1%	-1	2%	-3%	-6%	-2%	-10%
CCc1ccc(OCc2nnc(SCCN3CCOCC3)n2C)cc1	16%	-3%	2%	-13	-3%	10%	-3%	-3%	-11%
CCC(=NCc1ccccc1)c1c(C(F)(F)F)[nH]n(-c2nc3ccccc3s2)c1=O	33%[activator]	10%	1%	0	-13%	16%	-1%	-7%	2%
COc1cc(/C=C(\C#N)c2ccccn2)cc(OC)c1O	-14%	5%	-21%	-5	-8%	-1%	1%	0%	-3%
COc1ccc(/C=C(/NC(=O)c2cccs2)C(=O)NCc2ccco2)cc1OC	12%	-7%	3%	1	8%	10%	-1%	11%	-14%
Cc1nc(SCC(=O)Nc2ccc3c(c2)OCCO3)c2oc3ccccc3c2n1	-8%	-2%	15%	-2	1%	2%	0%	-12%	-13%
O=C(O)c1cc(N/N=C/c2ccc3c(c2)OCCO3)ccc1Cl	?	25µM*	?	4	?	-9%	-13%	2%	-4%
C=C(C)COc1ccc(-c2ncncc2Oc2ccc(OC)cc2)c(O)c1	12%	?	-1%	6	-24%	3%	-3%	-13%	?
O=S(=O)(/N=C(\c1ccccc1F)N1CCCCC1)c1ccccc1	28%	-18%	-4%	-1	11%	2%	-1%	-3%	-16%
Cc1ccc2c(c1)C1CN(C)CCC1N2C(=S)NC(=O)c1ccc(Cl)cc1Cl (stereo unspecified)	2%	0%	-1%	-10	-6%	-8%	-4%	-3%	-4%
O=C(NC1CCCCC1)N1CCN(Cc2ccco2)CC1	82%[activator]	-21%	1%	-6	0%	-1%	1%	-1%	-4%
CN1CCN2c3ncccc3Cc3ccccc3C2C1 (stereo unspecified)	23%	-2%	nt	-2	-2%	-6%	-1%&-1%&-4%	-8%&6%	nt
CCOc1ccc(CCNC(=O)CCc2cn(Cc3ccc(C)cc3)c3ccccc23)cc1	0%	-19%	?	-8	-11%	nt	0%	-5%	77%[activator]
COc1ccccc1C(=O)NNC(=O)c1ccccc1	1%	2%	-1%	-8	5%	16%	-7%	-8%	-14%
